Pol iota inh – DNA polymerase iota (human) inhibition. Pol iota fluorescent replication assay, 10 min. Potency, µM (top dose mostly 115 µM), inactives show top-dose activity, negative = inhibition, most hits filed as inhibitors. 1% of 390,000 active. AID 588590
Target sequence (Q9UNA4 whole entry, looked up): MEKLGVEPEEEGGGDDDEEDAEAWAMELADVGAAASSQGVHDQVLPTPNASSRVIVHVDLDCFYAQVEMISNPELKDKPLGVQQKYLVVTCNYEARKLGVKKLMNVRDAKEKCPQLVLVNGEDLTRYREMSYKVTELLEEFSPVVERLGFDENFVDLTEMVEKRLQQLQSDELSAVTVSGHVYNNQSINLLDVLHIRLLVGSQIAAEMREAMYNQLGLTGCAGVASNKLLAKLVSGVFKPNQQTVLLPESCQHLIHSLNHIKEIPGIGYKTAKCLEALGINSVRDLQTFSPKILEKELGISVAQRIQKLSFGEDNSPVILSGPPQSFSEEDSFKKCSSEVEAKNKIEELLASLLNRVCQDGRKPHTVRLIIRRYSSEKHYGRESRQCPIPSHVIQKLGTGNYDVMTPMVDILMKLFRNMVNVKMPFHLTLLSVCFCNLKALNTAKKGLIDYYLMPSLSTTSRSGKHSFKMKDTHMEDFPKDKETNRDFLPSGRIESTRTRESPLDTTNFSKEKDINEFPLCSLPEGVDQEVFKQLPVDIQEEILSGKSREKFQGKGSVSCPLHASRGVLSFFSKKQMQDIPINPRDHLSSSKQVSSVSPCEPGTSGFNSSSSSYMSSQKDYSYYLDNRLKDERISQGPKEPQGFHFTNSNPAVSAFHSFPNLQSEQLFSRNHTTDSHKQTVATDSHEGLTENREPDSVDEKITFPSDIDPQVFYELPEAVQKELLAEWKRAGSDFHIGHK
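Pol iota at 10 nM preincubated 15 min with compounds at room temperature; reaction started with fluorescent substrate, 50 nM final. Fluorescence read kinetically at 0 and 10 min; buffer-only wells as negative control.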
G9a block – blocks human histone lysine methyltransferase G9a; Q96KQ7; G9a H3K9 monomethylation, AlphaScreen, 2 h; Potency, µM (top dose mostly 102 µM), inactives show at the top dose activity, negative = inhibition, most hits filed as inhibitors; 8.8% of 350,000 active; also: % is scaled to controls: 0 for no effect and ±100 for the full control effect; nearly all actives have a fitted effect of over 75% in size
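Methyltransferase reactions run at room temperature for 2 h (20 nM enzyme, 500 nM biotin-H3K9 peptide, 20 uM SAM) after a 15 min compound preincubation; product detected by AlphaScreen beads and anti-H3K9me1 antibody.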
BLM helicase inh – Bloom syndrome helicase (human) inhibition. AID 2528. recombinant BLM DNA unwinding, fluorescence dequenching. Potency, µM (highest dose often 56.1 µM), for inactives: at the highest dose activity change, negative = inhibition, actives largely listed as inhibitors. 0.2% of 350,000 active. P54132;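 also: plate controls were vehicle for no effect and no enzyme for full effect; nearly all actives have a fitted effect of over 35% in size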
JMJD2A Tudor – inhibitors of human JMJD2A Tudor domain | AlphaScreen JMJD2A-Tudor / H3K4me3 peptide binding | Potency, µM (series often up to 114 µM), for inactives: top-dose activity change, negative = inhibition, hits mostly inhibitors | O75164 | AID 504339 | 4.4% of 390,000 active; also: % is scaled to controls: 0 for no effect and ±100 for the full control effect; nearly all actives have a fitted effect of over 50% in size
Tb PGK inh – blocks T. brucei phosphoglycerate kinase; P07378; PGK/GAPDH coupled, Kinase-Glo luminescence, 60 min; Potency, µM (top dose mostly 57.5 µM), inactives show at the highest dose activity change, negative = inhibition, most hits filed as inhibitors; 0.043% of 380,000 active; AID 602233; also: % is scaled to controls: 0 for no effect and ±100 for the full control effect; nearly all actives have a fitted effect of over 60% in size
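Recombinant glycosomal PGK reaction used 1,3-bisphosphoglycerate generated in-well by GAPDH (100nM final) in 100mM TEA pH 7.6, 5mM MgCl2, 0.01% Tween-20. After 60 minutes at room temperature, ATP was read by Kinase-Glo Plus luminescence end-point.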
Pin1 inhibitor – blocks the human prolyl isomerase Pin1; Q13526; Pin1 FP peptide displacement, HiFluor488, 10 min; Potency, µM (titrated, usually from 115 µM), for inactives: at the top dose activity, negative = inhibition, actives largely listed as inhibitors; 0.009% of 390,000 active; active = well fitted inhibition curve with a large enough effect in the polarisation, with a control signal flat, not every such curve was filed as active; inconclusive = small, poorly fitted or top-dose-only effect, or effect the other way, or a change in a side signal; inactive = no such curve, though single readings can be large or run the other way; the % refers to the polarisation; also: % is scaled to controls: 0 for no effect and ±100 for the full control effect
Target sequence (Q13526 whole entry, looked up): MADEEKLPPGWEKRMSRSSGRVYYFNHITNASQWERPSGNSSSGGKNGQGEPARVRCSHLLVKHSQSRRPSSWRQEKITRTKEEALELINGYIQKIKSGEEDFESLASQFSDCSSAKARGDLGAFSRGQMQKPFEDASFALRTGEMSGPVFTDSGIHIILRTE
HP1b binding inh – inhibitors of HP1-beta chromodomain binding to methylated histone tails; AlphaScreen HP1-beta / biotin-H3K9me3 peptide binding; Potency, µM (highest dose often 114 µM), for inactives: top-dose activity change, negative = inhibition, hits mostly inhibitors; 0.56% of 390,000 active; AID 540317; also: nearly all actives have a fitted effect of over 70% in size; inactives centre near 23
Target sequence (P83916 whole entry, looked up): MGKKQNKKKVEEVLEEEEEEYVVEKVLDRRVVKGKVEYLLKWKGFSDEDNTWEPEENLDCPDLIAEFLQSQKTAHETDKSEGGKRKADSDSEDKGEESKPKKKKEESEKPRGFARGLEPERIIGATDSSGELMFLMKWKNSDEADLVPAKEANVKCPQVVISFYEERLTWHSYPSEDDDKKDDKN
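AlphaScreen: HP1-beta (50 nM) preformed 30 min with biotin-H3(1-18)K9me3 peptide (50 nM) in PBS pH 7.4, 0.01% Tween-20. Compound added for 30 min at RT, then streptavidin donor/nickel chelate acceptor beads (10 ug/mL) for 30 min.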
BAZ2B inh – inhibitors of human BAZ2B bromodomain; Q9UIF8; AlphaScreen BAZ2B-H3K14Ac peptide displacement; Potency, µM (titrated, usually from 114 µM), without a hit: at the highest dose activity change, negative = inhibition, most hits filed as inhibitors; 4.4% of 360,000 active; AID 504333; also: % is scaled to controls: 0 for no effect and ±100 for the full control effect; nearly all actives have a fitted effect of over 60% in size
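BAZ2B 50 nM plus b-H3(5-23)K14Ac 50 nM, PBS pH 7.4/0.01% Tween-20, 30 min RT; compound added (max 110 uM), 30 min RT; streptavidin donor/Ni-chelate acceptor beads 10 ug/mL final, 20 min dark; AlphaScreen read.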
GLS inh – blocks human kidney-isoform glutaminase activity; O94925; Potency, µM (titrated, usually from 45.5 µM), for the others: at the top dose activity change, negative = inhibition, most hits filed as inhibitors; 0.21% of 410,000 active; AID 624170; GLS enzymatic activity, qHTS titration; also: % is scaled to controls: 0 for no effect and ±100 for the full control effect
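Read-out is an Amplex red fluorescence increase coupled through glutamate oxidase and HRP, measured before and after 30 min room-temperature incubation. hKGA is in 45 mM KH2PO4 (pH 8.2) with 0.02% Tween-20; glutamine added as 1mM solution.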
The depositor's hits bear a star; i = inactive; ? = inconclusive; . = not tested or not shown; & = joins results of further samples; [ ] = another dose, or the depositor's remark. Unless noted, calls follow the shape of the dose curve; as a rule, active = well fitted curve in the direction sought with a large enough effect; inconclusive = small, poorly fitted or top-dose-only effect, or another doubt; inactive = no such curve, though single readings can be large; an effect the other way counts as inactive or inconclusive. Potency is read from the fitted curve at half-maximal effect.

Sample of the layout (3 entries):
SMILES	Pol iota inh	G9a block	BLM helicase inh	JMJD2A Tudor	Tb PGK inh	Pin1 inhibitor	HP1b binding inh	BAZ2B inh	GLS inh
O=C(Nc1ccccc1)N1CCCC(CNS(=O)(=O)Cc2ccccc2)C1 (centres undefined)	100%[activator]	.	1%	-20%	-5%	-11%	7%	-7%	-2%
Cc1nn(C)c(C)c1S(=O)(=O)N1CCC(C(=O)NCC2COc3ccccc3O2)CC1 (centres undefined)	17%	15%	-7%	-11%	8%	-1%	59%[activator]	-3%	-1%
CC1(C(=O)O)CCC(C(=O)NC2CCCCC2)C1(C)C (centres undefined)	29%	22%[12.7 µM]	0%	-13%	-3%[11.5 µM]	-1%	12%	8%	5%

The whole of this part, previewed entries included:
SMILES	Pol iota inh	G9a block	BLM helicase inh	JMJD2A Tudor	Tb PGK inh	Pin1 inhibitor	HP1b binding inh	BAZ2B inh	GLS inh
O=C(Nc1ccccc1)N1CCCC(CNS(=O)(=O)Cc2ccccc2)C1 (centres undefined)	100%[activator]	.	1%	-20%	-5%	-11%	7%	-7%	-2%
Cc1nn(C)c(C)c1S(=O)(=O)N1CCC(C(=O)NCC2COc3ccccc3O2)CC1 (centres undefined)	17%	15%	-7%	-11%	8%	-1%	59%[activator]	-3%	-1%
CC1(C(=O)O)CCC(C(=O)NC2CCCCC2)C1(C)C (centres undefined)	29%	22%[12.7 µM]	0%	-13%	-3%[11.5 µM]	-1%	12%	8%	5%
O=C(NC(=S)Nc1ccc2[nH]ncc2c1)c1ccccc1	2%	?	-5%	?	i	-5%	-16%	-33%	18%
CN(CC(=O)Nc1cccc(F)c1)C(=O)CCCN1C(=O)c2cccc3cccc(c23)C1=O	5%	-13%	.	-23%	-2%	13%	12%	5%	4%
CCN(c1ncnc2c1cnn2-c1ccc(C)cc1)C1CCCCC1	9%	6%[59 µM]	-1%	13%	-1%	-1%	37%	8%	0%
O=[N+]([O-])c1ccc(Cl)c(C2Nc3cccc4cccc(c34)N2)c1	1%	13µM*	-10%	25µM*	3%	-12%	?	18µM*	11%
CC(NC(=O)CCCC1=NS(=O)(=O)c2ccccc2N1)c1ccccc1 (centres undefined)	42%[activator]	4%[59 µM]	1%	-11%	i	-1%	28%	2%	-3%
CCOC(=O)c1cnc2c(Cl)cccc2c1NCCN1CCOCC1	-4%&63%	-2%&-13%[59 µM]	5%&0%	-3%&1%	-7%&-2%	2%&-1%	-10%&19%	1%&3%	-13%&2%
Cn1c(CN2CCOCC2)nc2cc(NC(=O)COc3ccc([N+](=O)[O-])cc3)ccc21	153%[activator]	5%[59 µM]	-7%	-11%	-7%	-11%	20%	-4%	1%
CCNc1nc(NCC)nc(-n2cc(C(=O)c3cc(Cl)ccc3O)cn2)n1	31%[activator]	.	.	?	.	1%	28%	.	.
COc1cc(NC(=O)Cn2c(=O)n(-c3cccc(C)c3)c(=O)c3c(C)c(C)sc32)cc(OC)c1	6%	-8%	0%	-9%	-5%	13%	4%	-3%	4%
Cc1ccc(CSc2ccc(S(=O)(=O)N3CCCC3)cn2)cc1	8%	7%[12.7 µM]	.	77%[activator]	i	-2%	165%[activator]	67%[activator]	-11%
CC(C)N1CCNCC1	24%	?	-7%	-20%	-3%	5%	23%	-20%	0%
COc1ccc(-c2nnc(SCC(=O)Nc3cccc(C)c3)s2)cc1	5%	30%[59 µM]	-1%	-21%	-10%	-2%	15%[57 µM]	6%	1%
CCN(CC)C(=O)Cn1cnc([N+](=O)[O-])n1	21%	26%	-4%	-8%	1%	3%	11%	5%	11%
COc1cccc(NC(=O)CN(C)C(=O)CCSc2ccc(C)cc2)c1	-13%	?	.	-19%	-6%	?	20%	4%	2%
CCNC(=O)C1CCCN(c2ncnc3onc(C)c23)C1 (centres undefined)	20%	-7%[59 µM]	4%	-9%	i	4%	33%	9%[57.1 µM]	1%
COc1ccc(NC(=O)CN2CCN(C(=O)C3CCCO3)CC2)c(OC)c1 (centres undefined)	3%	6%	0%	2%	-6%	2%	38%	-6%	-8%
CCCCCN(C(=O)NC(=O)NC(C)CC)S(C)(=O)=O (centres undefined)	-4%	24%[59 µM]	-2%	-18%	7%[11.5 µM]	-4%	32%	5%	0%
O=c1cnn(-c2ccc(Cl)cc2Cl)c(-c2ccccc2)c1	63%[activator]	19%	-4%	-3%	-6%	6%	22%	-34%	2%
Cc1cccn2c(=O)c3cc(C(=O)NC(C)c4ccccc4)c(=N)n(CCOCCO)c3nc12 (centres undefined)	9%	0%[59 µM]	-3%	-27%	i	-2%	18%	-2%	-6%
CCOc1cc(C(=O)N(C)CC(=O)Nc2cccc(F)c2)ccc1OCC(=O)N1CCOCC1	40%[activator]	-38%	.	-5%	-1%	1%	36%	-31%	-1%
CCCCn1c(=O)c2oc3ccccc3c2n(CC(=O)Nc2cc(C)ccc2C)c1=O	-5%	-5%[59 µM]	-5%	12%	-1%	-2%	36%	-17%	7%
CCCCCCCNC(=O)C1(CC2CC(c3ccc(Cl)cc3)=NO2)CCNCC1 (centres undefined)	-3%	?	1%	-28%	0%	0%	31%	1%	-1%
SMILES	Pol iota inh	G9a block	BLM helicase inh	JMJD2A Tudor	Tb PGK inh	Pin1 inhibitor	HP1b binding inh	BAZ2B inh	GLS inh
COc1ccc(NS(=O)(=O)c2cccs2)cc1S(=O)(=O)N1CCCCC1	21%	-7%	.	-9%	-9%	-6%	35%	24%	-6%
OC1CCN(C(c2ccc3ncccc3c2)c2nnnn2C2CCCCC2)CC1 (centres undefined)	33%[activator]	-12%	-3%	-13%	-2%	4%	8%	12%	12%
COc1ccc(NC(=O)NCCn2nnc3cc(S(=O)(=O)N(C)C)ccc32)cc1	36%[activator]	11%[59 µM]	3%	-16%	-6%	-2%	2%	-3%	0%
COc1cccc(CNC(=O)c2ccc3nc(N4CCCCC4)sc3c2)c1OC	14%	-4%[59 µM]	-5%	-17%	5%	49%[activator]	10%	-13%	2%
COc1ccc(-c2noc(CN(C(=O)C(C)(C)C)C(C)C)n2)cc1	15%	?	8%	-8%	i	-1%	54%	1%	-11%
CCOC(=O)c1c(-c2ccc(C)cc2)csc1NC(=O)c1ccc(C(C)(C)C)cc1	-24%	-11%[59 µM]	-2%	-11%	-2%	1%	25%	-9%	12%
COC(=O)CCC(=O)N1CN2CN(C(=O)CCC(=O)OC)CC([N+](=O)[O-])(C2)C1	13%	.	7%	-11%	1%	-1%	31%	-8%	0%
Cc1cc(C)c2nc(N3CCN(C(=O)c4ccco4)CC3)sc2c1	30%	-5%[0.501 µM]	.	-20%	i	-4%	-3%	?	-7%
CO/N=C/C(c1ncc(C(F)(F)F)cc1Cl)S(=O)(=O)c1ccccc1 (centres undefined)	-1%	.	-4%	-7%	i	2%	37%	6%	-2%
CCCCP(=O)(CCCC)Cc1ccccc1O	13%	2%[59 µM]	-2%	-2%	2%	3%	26%	9%	29%
CC1=C(C(=O)NC2CCCc3c2cnn3-c2ccc(F)cc2F)OCCO1 (centres undefined)	-8%	17%	0%	-14%	-9%	1%	17%	-14%	0%
Cc1ccc(-c2nnc(NC(=O)c3c(F)cccc3Cl)s2)cc1	?	6%	-1%	-3%	-5%	4%	20%	-4%	9%
CCN(CC)CCOC(=O)c1ccc(NC(=O)c2cc3c(s2)-c2ccccc2OC3)cc1	-6%	16%[59 µM]	112%[activator]	-19%	-3%	8%	49%[activator]	-5%	5%
O=C(CSC1CN(C(c2ccccc2)c2ccccc2)C1)N/N=C/c1ccccc1	-4%	?	-13%	-32%	i	9%	14%	-32%	0%
CS(=O)(=O)c1ccc(Cl)c(NC(=O)COC(=O)COc2ccc3c(c2)CCC3)c1	13%	-37%	.	-9%	5%	5%	10%	10%	1%
COc1ccccc1-n1c(SCC(=O)NC(C)(C)C)nc(O)cc1=O	-11%	-2%[59 µM]	-4%	-14%	-4%	2%	7%	.	0%
Cc1cccc(OCC(=O)Nc2ccccc2N2CCN(C(=O)C(C)C)CC2)c1C	?	4%[59 µM]	-9%	-12%	3%	0%	37%[activator]	-2%	12%
CCCCc1nc2sc3c(SCCN(C)C)ncnc3c2c2c1CCC2	60%[activator]	?	4%	50µM*	-6%	-6%	-22%	-27%	-3%
O=C(O)CCNC(=O)COc1ccc2c3c(c(=O)oc2c1)CCCC3	23%	-1%	1%	13%	2%	-8%	45%[activator]	-2%	6%
Nc1nnc(SCCCC(=O)c2ccccc2)s1	-16%	16%	5%	-5%	-3%	3%	34%	-5%	1%
COC(=O)C1CC(=O)N(c2ccc(C)cc2)C1 (centres undefined)	27%	24%	2%	-14%	-4%	2%	4%	-18%	-6%
CCc1cccc(C)c1NC(=O)c1ccccc1	14%	?	-2%	0%	-16%	-3%	23%	-6%	-3%
CN(CC(=O)Nc1ccc(Cl)c(C(F)(F)F)c1)C(=O)C1CC(=O)N(CCc2ccccc2)C1 (centres undefined)	29%	8%	.	-14%	-9%	9%	23%	11%	10%
Cc1ccc(NC(=O)c2cc(CC(C)C)nc3ccccc23)cc1	20%	.	-4%	-4%	8%	0%	31%	7%	-2%
COc1ccc(Cc2nnc(NC(=O)C3CC(=O)N(c4ccccc4)C3)s2)cc1OC (centres undefined)	-4%	1%	-7%	-14%	2%	?	6%	-19%	5%
O=C(CSc1n[nH]c(-c2ccccc2Cl)n1)NCCCc1ccccc1	-13%	-3%[59 µM]	-4%	-5%	-7%	8%	27%[57 µM]	-1%	-7%
COc1cccc(NC(=O)c2ccn(C)n2)c1	5%	-16%[59 µM]	1%	-3%[57.1 µM]	-8%	-7%	33%[activator]	50%[activator]	11%
Cc1ccc(NC(=O)c2ccc3c(c2)[nH]c(=O)n3C(C)C)cc1	93%[activator]	14%	-8%	-8%[11.4 µM]	5%	9%	-3%	-21%	6%
Cc1cc(OC(C)C(=O)NC2CC(C)(C)NC(C)(C)C2)c2c(C)cc(=O)oc2c1 (centres undefined)	-3%	16%	-6%	-17%	-6%	5%	21%[57 µM]	-27%	-6%
NC(=O)c1ccc(NC(=O)COC(=O)CCC2CCCCC2)cc1	39%[activator]	.	.	-22%	-2%	1%	9%	.	-2%

Not all compounds are listed; rates above refer to the full screens.
